MEKK3 PB1 HTS: modulators (inhibitors or enhancers) of MEK5 binding to human MEKK3 PB1 domain; bead-based flow cytometry, Alexa488-MEK5 binding to MEKK3; actives lie on both sides; 0 = blocked by unlabeled MEK5, 100 = vehicle; binding response (% of control), % at 10 µM; Q99759; 290,000 compounds, 1.4% hits;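 active means binding response more than 3 SD above or below the average of its plate-row segment, actives on both sides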;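 further: Alexa488 bead fluorescence after subtracting the streptavidin-only scavenger bead signal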
IMP-1 inhibitor: blocks Pseudomonas aeruginosa IMP-1 metallo-beta-lactamase; purified IMP-1, nitrocefin hydrolysis, epi-absorbance fluorescence; inhibition, % at 5.6 µM; 290,000 compounds, 0.45% hits;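 active means inhibition above the mean plus 3 SD of all compounds in the same screening run, cut at about 4.5% in these data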;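 further: 0% = IMP-1 with DMSO and 100% = DMSO wells lacking enzyme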
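System: purified IMP-1 / Input: IMP-1 dispensed at 0.2 nM / Medium: 50 mM HEPES pH 7.1, 50 µM ZnSO4, 0.05% Brij 35 / Timing: 15 min enzyme–compound preincubation, then 25 min nitrocefin reaction, 25 °C / Technique: plate fluorescence quenching by hydrolysis product, ex 480/em 530 nm / Repeats: singlicate testing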
IDE cell activ: boosts human insulin-degrading enzyme activity in HEK cells. P14735. FAbeta-B cleavage, fluorescence polarization; 0% vehicle, 100% cell-free pure enzyme wells. activation, % at 5.96 µM. 340,000 compounds, 0.073% hits;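 active means activation above the mean of all tested compounds plus 3 SD, set per screening campaign, cut at about 17% in these data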
FID counter: fluorescent intercalator displacement, NS3 helicase counter-screen; 290,000 compounds, 0.17% hits; inhibition, % at 7.9 µM; DNA fluorescent intercalator displacement, fluorescence; AID 1845; in the data active means inhibition above about 37%;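 further: 0% = vehicle and 100% = reference compound; higher means more ethidium bromide displaced from hairpin DNA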
NS3 helicase inh: blocks Hepatitis C virus NS3 helicase unwinding; NS3 helicase DNA unwinding, Cy5 molecular beacon fluorescence; inhibition, % at 10.9 µM; 290,000 compounds, 0.56% hits; AID 1800;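 active means inhibition above the mean of all tested compounds plus 3 SD, set per campaign, cut at about 35% in these data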;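 further: 0% = DMSO wells and 100% = thioflavine S control wells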
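System: NS3 helicase fragment of HCV / Schedule: 1 h at 25 °C / Control set: DMSO alone as 0% and 110 µM thioflavine S as 100% / Reagent: Cy5/quencher beacon DNA duplex and ATP to start / Technique: Cy5 fluorescence / Replication: singlicate / Evaluation: % inhibition of end-to-start signal ratio versus controls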
UBC9 SUMO inh: inhibitors of human SUMOylation (UBC9). P63279. HTRF SUMOylation assay, SAE1/SAE2 + UBC9, in vitro. inhibition, % at 35 µM. 290,000 compounds, 0.36% hits; in the data active means inhibition above about 50%, passing the limit was not always enough; further: strong numbers were not always called active
PHOSPHO1 inh: PHOSPHO1 (human) inhibition; Q8TCT1; recombinant PHOSPHO1, absorbance phosphatase assay; inhibition, % at 13.3 µM; 290,000 compounds, 1.1% hits; in the data active means inhibition above about 60%
VIM-2 inh: blocks Pseudomonas aeruginosa VIM-2 metallo-beta-lactamase; AID 1527; inhibition, % at 5.6 µM; purified VIM-2, nitrocefin hydrolysis, epi-absorbance fluorescence; 290,000 compounds, 0.89% hits;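 active means inhibition above the mean of all tested compounds plus 3 SD, cutoff set per screening run, cut at about 7.5% in these data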;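 further: red hydrolysis product quenches plate fluorescence so inhibitors raise well fluorescence; 0% = enzyme with DMSO and 100% = DMSO without enzyme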
p-CIP stab down: lowers stability of the mouse p/CIP coactivator protein | decrease of EGFP signal, % at 10 µM | 290,000 compounds, 0.01% hits | F442A p/CIP-EGFP cells, EGFP fluorescence, 16 h;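 active means EGFP signal decrease of at least 30% at 10 µM or well 3 SD below plate mean, unless failing retest; inactive means the rest, including hits failing retest or dose response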; further: some compounds called inactive have numbers as strong as hits; many of its hits are not listed in these tables
Target sequence (Q05BA5 1-1403): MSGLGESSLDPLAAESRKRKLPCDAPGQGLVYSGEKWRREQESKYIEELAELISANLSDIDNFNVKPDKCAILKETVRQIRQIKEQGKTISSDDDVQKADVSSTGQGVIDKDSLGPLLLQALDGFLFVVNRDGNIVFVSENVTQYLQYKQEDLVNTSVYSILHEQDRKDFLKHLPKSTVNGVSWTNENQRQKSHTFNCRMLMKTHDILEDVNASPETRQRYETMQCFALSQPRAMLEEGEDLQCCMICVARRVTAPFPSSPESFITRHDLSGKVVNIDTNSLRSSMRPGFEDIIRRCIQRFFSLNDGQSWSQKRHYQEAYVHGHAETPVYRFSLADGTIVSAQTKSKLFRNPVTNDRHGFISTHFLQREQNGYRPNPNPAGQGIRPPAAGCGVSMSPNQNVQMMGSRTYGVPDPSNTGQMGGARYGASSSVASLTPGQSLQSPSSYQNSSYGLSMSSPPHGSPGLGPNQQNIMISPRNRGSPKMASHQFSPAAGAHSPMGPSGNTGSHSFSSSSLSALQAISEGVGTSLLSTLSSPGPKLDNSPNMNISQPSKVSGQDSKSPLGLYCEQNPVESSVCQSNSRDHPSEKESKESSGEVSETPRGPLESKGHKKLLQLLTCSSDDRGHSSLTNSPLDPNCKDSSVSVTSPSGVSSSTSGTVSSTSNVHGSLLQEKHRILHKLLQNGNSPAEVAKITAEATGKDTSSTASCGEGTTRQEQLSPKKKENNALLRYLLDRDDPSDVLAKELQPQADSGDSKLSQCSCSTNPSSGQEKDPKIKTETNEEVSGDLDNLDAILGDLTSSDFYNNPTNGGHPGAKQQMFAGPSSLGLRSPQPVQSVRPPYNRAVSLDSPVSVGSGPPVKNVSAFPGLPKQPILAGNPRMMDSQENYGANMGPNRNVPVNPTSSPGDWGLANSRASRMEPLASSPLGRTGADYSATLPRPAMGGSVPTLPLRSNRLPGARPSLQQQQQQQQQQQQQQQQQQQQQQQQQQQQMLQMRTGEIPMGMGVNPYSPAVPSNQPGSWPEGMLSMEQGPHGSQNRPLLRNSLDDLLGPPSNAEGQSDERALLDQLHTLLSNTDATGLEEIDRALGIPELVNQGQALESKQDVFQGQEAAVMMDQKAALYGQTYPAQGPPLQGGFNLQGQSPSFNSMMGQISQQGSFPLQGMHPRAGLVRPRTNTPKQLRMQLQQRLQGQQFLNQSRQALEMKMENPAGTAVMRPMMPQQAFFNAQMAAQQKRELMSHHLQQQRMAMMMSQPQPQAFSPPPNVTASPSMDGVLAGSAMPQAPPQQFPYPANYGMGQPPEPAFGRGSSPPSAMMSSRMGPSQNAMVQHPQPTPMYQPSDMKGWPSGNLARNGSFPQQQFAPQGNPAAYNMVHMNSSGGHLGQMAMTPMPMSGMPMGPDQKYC
Numbers without * were called inactive; / = no result given. Some of the compounds tested; count on the stated rates, not on these rows.

SMILES | MEKK3 PB1 HTS | IMP-1 inhibitor | IDE cell activ | FID counter | NS3 helicase inh | UBC9 SUMO inh | PHOSPHO1 inh | VIM-2 inh | p-CIP stab down
COC(=O)N/N=C/c1ccc(/C=N/NC(=O)OC)cc1 | 102 | -3.5 | 5 | 3 | 4 | 7 | 2 | -5.2 | -8
COc1ccc(CNC(=O)CN(C(=O)c2csnn2)c2cccc3ccccc23)cc1 | 101 | 0.1 | -3 | -30 | -14 | 11 | 14 | 0.3 | -10
CCCc1nnc(NC(=O)c2cccc(OC)c2)s1 | 101 | 0.8 | 4 | -8 | -5 | 14 | 14 | 0.3 | -6
COc1ccc(-c2nc3oc4cc(OC)ccc4c(=O)c3c(=O)n2Cc2ccco2)cc1 | 96 | -2.5 | -2 | -17 | 22 | 23 | -10 | -3.4 | -13
O=C(Nc1nc2ccccc2s1)C1CC(=O)N(c2ccc(Cl)cc2)C1 (stereo unspecified) | 102 | -2.5 | 3 | -1 | -5 | -9 | 2 | -1.6 | -3
Cc1csc(NC(=O)c2sccc2C)n1 | 103 | -0.4 | 0 | -2 | 8 | 2 | 7 | -1.2 | 4
c1ccc2c(c1)CCc1c-2nc2ccccc2c1N1CCOCC1 | 99 | -2.8 | -1 | -5 | -20 | -2 | -1 | -2.6 | 3
C=CCn1c(SCC(=O)Nc2c(C)n(C)n(-c3ccccc3)c2=O)nc2sc(C)c(-c3ccccc3)c2c1=O | 92 | -2.0 | 0 | -49 | -25 | 3 | 8 | -1.2 | -12
CCOc1ccc(CN(C)C(=O)CNC(=O)c2ccccc2)cc1 | 105 | -1.4 | 3 | -12 | -3 | 12 | 50 | -2.3 | -13
COc1cc(C(=O)OCCCN(C)C)cc(OC)c1OC | 95 | -1.5 | 5 | 0 | -1 | -2 | 35 | -2.1 | -6
Cc1csc(NS(=O)(=O)c2ccc(Cl)cc2)n1 | 99 | -4.8 | 6 | -10 | 22 | -2 | / | -3.5 | -2
Cc1cc(NC(=O)c2ccc([N+](=O)[O-])cc2)no1 | 95 | -4.8 | 5 | -5 | 8 | -7 | -11 | -2.6 | -19
Cc1ccc(NC(=O)CN(C)C(=O)COC(=O)C(C)(C)Oc2ccc(Cl)cc2)cc1 | 103 | -3.5 | 0 | -31 | -14 | -16 | 14 | -2.9 | -15
Oc1ccc(N=Cc2cc(Br)c(N3CCOCC3)o2)cc1 | 91 | -2.3 | -1 | -8 | -4 | 7 | -4 | -1.4 | -18
Cc1cc(CN(C)C(=O)c2cc(COc3ccc4ncccc4c3)on2)on1 | 94 | -2.6 | -2 | -18 | 6 | 14 | 5 | -2.9 | -28
O=C(CCCc1nc2ccccc2s1)NCc1cccnc1 | 101 | -4.3 | -2 | -14 | 2 | 6 | 2 | -6.2 | -5
COC(=O)C1CCN(c2cc(=O)n(-c3ccc(OC)cc3)c(=O)[nH]2)CC1 | 100 | -2.3 | 5 | -2 | -2 | 0 | 1 | -0.1 | -5
COc1ccc(C(=O)OCn2nnc3ccccc3c2=O)cc1OC | 95 | -3.2 | -1 | -5 | 3 | 0 | 12 | -1.1 | -5
O=S(=O)(c1cc(Cl)ccc1Cl)n1cccn1 | 101 | -1.9 | 2 | -2 | 1 | 3 | -37 | -1.4 | 1
CC(=O)Nc1ccc(NC(=O)CCCc2c[nH]c3ccccc23)cc1 | 103 | -4.4 | 2 | -3 | -2 | -6 | 28 | 2.9 | -15
CCOc1ccc(C2c3c(oc4ccccc4c3=O)C(=O)N2CCCN2CCOCC2)cc1OCC (stereo unspecified) | 101 | -0.5 | 7 | -10 | 1 | 20 | 3 | 0.4 | 5
COC(=O)CN(Cc1ccco1)S(=O)(=O)c1ccccc1 | 81 | -7.9 | -5 | -12 | 5 | -2 | 28 | -3.4 | -1
CCOC(=O)N1CCC(NC(=O)c2ccc3c(c2)sc2nc(-c4ccccc4)cn23)CC1 | 104 | 0.5 | -14 | 0 | -10 | -4 | -1 | 2.4 | 11
O=c1[nH]c2sc3c(c2c2nncn12)CCCC3 | 98 | 0.0 | 5 | -2 | 14 | -14 | -8 | -1.7 | 4

Profiles as entered above. Order of screens: MEKK3 PB1 HTS | IMP-1 inhibitor | IDE cell activ | FID counter | NS3 helicase inh | UBC9 SUMO inh | PHOSPHO1 inh | VIM-2 inh | p-CIP stab down
`Cc1ccc(NC(=O)CN(C)C(=O)COC(=O)C(C)(C)Oc2ccc(Cl)cc2)cc1` across the screens: 103 | -3.5 | 0 | -31 | -14 | -16 | 14 | -2.9 | -15
`COC(=O)CN(Cc1ccco1)S(=O)(=O)c1ccccc1` across the screens: 81 | -7.9 | -5 | -12 | 5 | -2 | 28 | -3.4 | -1
`CCOC(=O)N1CCC(NC(=O)c2ccc3c(c2)sc2nc(-c4ccccc4)cn23)CC1` across the screens: 104 | 0.5 | -14 | 0 | -10 | -4 | -1 | 2.4 | 11
`Oc1ccc(N=Cc2cc(Br)c(N3CCOCC3)o2)cc1` across the screens: 91 | -2.3 | -1 | -8 | -4 | 7 | -4 | -1.4 | -18
`CCOc1ccc(C2c3c(oc4ccccc4c3=O)C(=O)N2CCCN2CCOCC2)cc1OCC` (stereo unspecified) across the screens: 101 | -0.5 | 7 | -10 | 1 | 20 | 3 | 0.4 | 5

Two entries from above, with values under each structure.
The line under a structure holds: MEKK3 PB1 HTS, IMP-1 inhibitor, IDE cell activ, FID counter, NS3 helicase inh, UBC9 SUMO inh, PHOSPHO1 inh, VIM-2 inh, p-CIP stab down
CC(=O)Nc1ccc(NC(=O)CCCc2c[nH]c3ccccc23)cc1
 : 103, -4.4, 2, -3, -2, -6, 28, 2.9, -15
CCOc1ccc(C2c3c(oc4ccccc4c3=O)C(=O)N2CCCN2CCOCC2)cc1OCC (stereo unspecified)
 : 101, -0.5, 7, -10, 1, 20, 3, 0.4, 5

More records follow:
SMILES | MEKK3 PB1 HTS | IMP-1 inhibitor | IDE cell activ | FID counter | NS3 helicase inh | UBC9 SUMO inh | PHOSPHO1 inh | VIM-2 inh | p-CIP stab down
CC1CC(C)CN(CCCNC(=O)c2ccc3c(c2)NC(=O)C(N2CCCCC2)S3)C1 (stereo unspecified) | 104 | -3.8 | 3 | 0 | 5 | 8 | 7 | -3.7 | -1
COCc1cc(C)nc2sc3c(=O)oc(C)nc3c12 | / | -3.3 | 1 | 0 | -1 | 0 | 16 | -1.9 | -15
CC(/C=C1\N=C(SCc2ccccc2)SC1=O)=C\c1ccccc1 | 127 | -0.6 | 5 | -1 | 9 | 24 | 2 | -0.1 | 0
Cc1ccc(/C=C2/C(=O)N(c3ccccc3)C(=S)N2C)o1 | 105 | -0.5 | -11 | -13 | 7 | 10 | -9 | -0.1 | -13
CCOc1ccc(/C=N/NC(=O)CN2CCCCCCC2)cc1 | 97 | -3.2 | -1 | 14 | -1 | 16 | 4 | -3.9 | 8
Cc1ccccc1CS(=O)(=O)CCC(=O)NCCCN1CCOCC1 | / | -1.9 | -1 | 1 | 0 | 7 | 27 | -2.0 | -15
Cc1cccc(-c2noc(-c3ccc4c(c3)OCO4)n2)c1 | 100 | 0.4 | 4 | 1 | 0 | 11 | 28 | 1.9 | -20
COCCN1C(=O)N[C@H](c2cccc(C(F)(F)F)c2)C(C(=O)OC)=C1C | 98 | -0.5 | / | -29 | 17 | -5 | -9 | -0.3 | 4
Cc1ccc2ncnc(Nc3cccc([N+](=O)[O-])c3)c2c1 | 106 | -3.1 | -4 | -3 | 12 | 17 | 44 | 0.4 | -6
Cc1nc(-c2ccccc2)sc1-c1ccn[nH]1 | 107 | -1.9 | 1 | -2 | -5 | 12 | 29 | -2.2 | -18
CCCN(CC(=O)Nc1ccccc1OC)C(=O)Cc1ccccc1F | 99 | -1.4 | 7 | -19 | -6 | 14 | 18 | -1.4 | -14
COc1ccc(CNCCC2(C(C)C)CCOC(C)(C)C2)cc1 (stereo unspecified) | 107 | 0.6 | 6 | 15 | -7 | -21 | -10 | -0.4 | 4

For reference, two of the compounds above.
SMILES | MEKK3 PB1 HTS | IMP-1 inhibitor | IDE cell activ | FID counter | NS3 helicase inh | UBC9 SUMO inh | PHOSPHO1 inh | VIM-2 inh | p-CIP stab down
CC1CC(C)CN(CCCNC(=O)c2ccc3c(c2)NC(=O)C(N2CCCCC2)S3)C1 (stereo unspecified) | 104 | -3.8 | 3 | 0 | 5 | 8 | 7 | -3.7 | -1
COCc1cc(C)nc2sc3c(=O)oc(C)nc3c12 | / | -3.3 | 1 | 0 | -1 | 0 | 16 | -1.9 | -15

Continued.
SMILES | MEKK3 PB1 HTS | IMP-1 inhibitor | IDE cell activ | FID counter | NS3 helicase inh | UBC9 SUMO inh | PHOSPHO1 inh | VIM-2 inh | p-CIP stab down
CC1CC(Nc2ccccc2)c2ccccc2N1C(=O)c1ccccc1F (stereo unspecified) | 99 | -1.0 | 5 | -4 | -7 | -6 | 13 | -1.7 | 4
Cc1cccc(C(=O)N2CCc3cc(-c4csc(NC(=O)CN5CCCC5)n4)ccc32)c1 | 105 | -2.2 | 3 | 10 | -45 | 1 | 27 | -1.5 | -10
CC(C)(C(=O)c1ccccc1)/[N+]([O-])=C/c1ccc(Br)cc1 | 105 | -1.7 | -2 | -2 | 1 | / | / | -7.2 | /
O=C1NC[C@@H](Cc2ccc(O)cc2)N(CC2CCCCC2)C1=O | 104 | / | -1 | / | / | 4 | 30 | / | 1
Cc1ccc(CNC(=O)c2ccc(CNc3c(N4CCCC4)c(=O)c3=O)cc2)cc1 | 97 | -1.9 | 6 | -14 | 6 | -6 | -11 | -2.7 | -15
Cc1cccc(N2C(=O)/C(=C\c3ccc(C(=O)O)cc3)c3ccccc3C2=O)c1 | 113 | -3.6 | 2 | -7 | -1 | 24 | 28 | -6.2 | -15
Cn1nc(C(F)(F)F)c2cc(C(=O)Nc3ccc(Cl)cc3)sc21 | 94 | -4.2 | -10 | -1 | 8 | -22 | -10 | -2.5 | 6
O=C(CCCN1C(=O)/C(=C/c2cccs2)SC1=S)NNC(=O)c1ccc(F)cc1 | 94 | 0.8 | -7 | -4 | 1 | 6 | -15 | -3.6 | -8
CC(C)CC(NC(=O)C1CCCN1C(=O)OC(C)(C)C)C(=O)NCC(N)=O (stereo unspecified) | 85 | -0.3 | 3 | -7 | 7 | 2 | -16 | 3.1 | 0
COc1ccc(-c2csc(N(Cc3ccccc3)C(=O)COc3ccc(Cl)cc3)n2)cc1 | 101 | -1.7 | 4 | -2 | -5 | 13 | 16 | -0.5 | -3
N#C/C(=C\c1ccco1)C(=O)NCc1ccccc1 | 104 | -2.4 | -3 | -1 | -2 | 3 | 10 | -1.7 | 14
Cc1ccccc1NC(=O)C(c1ccccc1)C1CCCC1 (stereo unspecified) | 97 | -0.2 | -1 | -10 | 8 | -21 | -2 | 1.1 | -15
Cc1cccc(NC(=O)Nc2cccc(C#N)c2)n1 | 96 | -1.8 | 0 | -2 | 1 | -3 | 26 | -1.5 | -1
CCCC(c1nnnn1C(C)(C)C)N1CCN(C(=O)c2ccco2)CC1 (stereo unspecified) | 107 | -3.7 | 5 | -8 | 5 | 5 | 41 | -4.6 | 2
CN1CCN(/C=C2\SC(=S)NC2=O)CC1 | 103 | -2.1 | 0 | -1 | 7 | 9 | -27 | -3.1 | -2
COc1ccc(NS(=O)(=O)c2cn(C)c(=O)n(C)c2=O)c(OC)c1 | 101 | -0.3 | 11 | -1 | 17 | 1 | 19 | -1.3 | -1
